TRHR PAM – allosterically enhances the human TRH receptor. P34981. TRHR cells, fluo-8 calcium fluorescence, EC20 TRH enhancement. enhancement, % at 2 µM. 360,000 compounds, 0.66% hits. AID 493056; in the data active = enhancement above about 30%; also: 0% is about no effect
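TRHR-expressing cells loaded with fluo-8 calcium dye were read kinetically (ex 480/em 530) during compound addition, then stimulated with an EC20 of TRH (10 nM final). Enhancement of the Gq-mediated intracellular calcium response was scored.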
D1 ag – agonists of human D1 dopamine receptor. P21728. HEK293 T-REx D1 cells, calcium flux, agonist mode. activation, % at 2 µM. 360,000 compounds, 1% hits. AID 504660; in the data active = activation above about 30%; also: 0% is about no effect
Target sequence (P21728 whole entry, looked up): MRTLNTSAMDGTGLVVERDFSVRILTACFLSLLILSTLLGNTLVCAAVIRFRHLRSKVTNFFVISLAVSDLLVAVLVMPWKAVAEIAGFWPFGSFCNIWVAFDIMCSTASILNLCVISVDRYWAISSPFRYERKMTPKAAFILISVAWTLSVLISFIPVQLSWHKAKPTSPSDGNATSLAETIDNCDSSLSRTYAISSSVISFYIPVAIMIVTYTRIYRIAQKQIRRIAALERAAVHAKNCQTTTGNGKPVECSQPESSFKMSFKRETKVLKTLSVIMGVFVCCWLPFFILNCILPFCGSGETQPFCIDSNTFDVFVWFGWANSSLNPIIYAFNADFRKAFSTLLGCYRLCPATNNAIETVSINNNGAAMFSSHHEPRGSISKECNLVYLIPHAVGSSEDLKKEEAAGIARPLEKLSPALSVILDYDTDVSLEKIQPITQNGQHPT
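Agonism was scored from calcium flux recorded over 180 s (1 read/s) after pintool compound addition, following a 10-cycle baseline. Cells were inducible force-coupled HEK293 TREx D1, plated overnight at 30 C and loaded with no-wash calcium dye.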
RXFP1 antag – blocks the human relaxin receptor RXFP1. Q9HBX9. HEK293-RXFP1, relaxin-stimulated cAMP HTRF, 30 min; stronger effect = lower value. activity change, negative = inhibition, % at 57.5 µM. 350,000 compounds, 0.59% hits. AID 1259400;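 active = activity change of -60% or lower, but not beyond a set lower limit; inconclusive = change between -60% and -40%, or beyond the set limit; inactive = change above -40%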; also: % is scaled to controls: 0 for no effect and ±100 for the full control effect
D2 agonist – agonists of human D2 dopamine receptor | activation, % at 2 µM | HEK293 T-REx D2 cells, calcium flux agonist mode | 340,000 compounds, 0.53% hits | AID 485358 | P14416;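 active = activation over 3 SD above normal in the single-dose calcium agonist read, cut at about 30% in these data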; also: 0% is about no effect
Target sequence (P14416 whole entry, looked up): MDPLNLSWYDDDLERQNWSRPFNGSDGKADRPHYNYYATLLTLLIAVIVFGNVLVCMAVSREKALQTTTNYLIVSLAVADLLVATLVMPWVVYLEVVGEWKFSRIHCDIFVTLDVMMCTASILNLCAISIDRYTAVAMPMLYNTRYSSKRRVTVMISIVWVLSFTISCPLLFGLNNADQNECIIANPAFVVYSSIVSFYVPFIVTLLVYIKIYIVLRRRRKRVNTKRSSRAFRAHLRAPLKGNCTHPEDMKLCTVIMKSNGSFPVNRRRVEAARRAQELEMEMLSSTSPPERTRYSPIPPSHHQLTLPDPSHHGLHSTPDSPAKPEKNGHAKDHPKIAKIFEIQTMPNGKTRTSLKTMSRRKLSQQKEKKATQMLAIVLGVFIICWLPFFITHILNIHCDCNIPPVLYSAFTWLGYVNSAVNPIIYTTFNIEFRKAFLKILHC
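HEK293 Trex D2 cells, tetracycline-induced, o/n 30 C 5% CO2; no-wash Ca dye, RT 30–90 min; 10-cycle baseline, 23 nl cpd added, kinetic Ca read 180 s; agonist hits = positive Ca response.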
D2 PAM – D2 dopamine receptor (human) potentiation. P14416. HEK293 T-REx D2, calcium flux, EC20 dopamine potentiation. potentiation, % at 10 µM. 340,000 compounds, 0.34% hits. AID 485347;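 active = potentiation over 3 SD above the plate norm, cut at about 30% in these data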; also: 0% is about no effect
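Tetracycline-induced HEK293 T-REx cells force-coupled to calcium signalling expressed D2; compounds were pin-added after a 10 s baseline, read kinetically 180 s, then an EC20 dopamine challenge followed with a further 180 s calcium read.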
D1 antagonist – antagonists of human D1 dopamine receptor; P21728; HEK293 TREx D1 cells, calcium flux, dopamine EC80; stronger effect = lower value; activity change, negative = inhibition, % at 10 µM; 360,000 compounds, 3.2% hits; in the data active = activity change below about -30%; also: % is scaled to controls: 0 for no effect and ±100 for the full control effect
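After overnight tetracycline induction at 30 C, force-coupled D1 HEK293 cells took up a no-wash calcium dye at room temperature. Compounds were added and monitored 180 s, and the response to EC80 dopamine was then recorded.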
RXFP1 agonist – agonists of human relaxin receptor RXFP1 | HEK293T-RXFP1 cAMP TR-FRET, 30 min; response scale: percent of porcine relaxin response, buffer zero | Potency, µM (highest dose often 57.5 µM), for the others: at the top dose activation, most hits filed as activators | 370,000 compounds, 0.3% hits; active = well fitted activation curve with a large enough effect; inconclusive = small, poorly fitted or top-dose-only effect; also: potency is read from the fitted curve at half-maximal effect; % is scaled to controls: 0 for no effect and ±100 for the full control effect; nearly all actives have a fitted effect of over 60% in size; many of its hits are not listed in these tables
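cAMP rise read by TR-FRET after 30 min, 37C compound exposure (up to 58 uM) in RXFP1-transfected HEK293 cells with Ro 20174 present. EC50 from Hill-equation fits, with 29 nM porcine relaxin as 100% and buffer as basal.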
D2 antag – antagonists of human D2 dopamine receptor. P14416. HEK293 TREx D2 cells, calcium flux, dopamine EC80. inhibition, % at 10 µM. 340,000 compounds, 2% hits. AID 485344; in the data active = inhibition above about 30%; also: 0% is about no effect
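Tetracycline-induced HEK293 T-REx cells expressing D2 force-coupled to calcium signalling were dye-loaded, exposed to compound for 180 s, then challenged with an EC80 of dopamine; calcium flux was followed kinetically for a further 180 s.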
D1 potentiator – enhances dopamine response at the human D1 receptor; potentiation, % at 10 µM; AID 504651; P21728; HEK293 TREx D1 cells, calcium flux, dopamine EC20 potentiation; 360,000 compounds, 0.036% hits; in the data active = potentiation above about 30%; also: 0% is about no effect
* hit, by the source's call; ? = inconclusive; . = no result given.

SMILES	TRHR PAM	D1 ag	RXFP1 antag	D2 agonist	D2 PAM	D1 antagonist	RXFP1 agonist	D2 antag	D1 potentiator
Cc1ccc(N2CC(NC(=O)C3CC3)CC2=O)cc1 (stereo not drawn)	4	1	14	-0.4	-13	6	-0.7%	4	2
COc1cc(C(=O)N2CCN(C(=O)c3cc(-c4ccccc4)n[nH]3)CC2)cc(OC)c1OC	0	3	-2	0.4	-10	-11	0.5%	-26	2
O=C(CNC(=O)c1ccccc1F)NC1CC1	-6	1	7	.	.	17	0.8%	.	-1
Cc1ccc(S(=O)(=O)N2CCC(C(=O)N3CCC(C(=O)NCc4cccnc4)CC3)CC2)cc1	0	1	-10	1.2	8	2	-0.2%	8	-2
C[n+]1ccc(C(=O)NCCC[N+](C)(C)C)cc1/C=N/O	-1	0	0	-0.5	16	7	2.5%	-6	-2
CCn1c(SCCC(=O)Nc2ccccc2)nnc1-c1ccc(OC)cc1	-3	-1	-3	0.7	-4	-5	-1.3%	-18	0
COc1ccc(OC)c(-n2nnnc2SCC(=O)Nc2ccccc2OC)c1	2	11	0	7.6	14	-19	0.9%	31*	-10
COc1ccc(NC(=O)C2CCC(N3C(=O)C4CCCCC4C3=O)CC2)cc1 (stereo not drawn)	-3	-3	3	-0.5	-10	-26	-2.3%	-11	-5
COc1ccc(Cl)cc1C(=O)NNC(=O)CSc1nnc2ccccn12	5	3	-22	-0.7	-5	4	1.2%	-9	-5
Cc1ccc(C)c(NC(=O)c2cc(=O)c3ccccc3o2)c1	-1	2	-1	-1.8	-11	-11	0.0%	10	-5

Profiles, quoted from the list. Screens in order: TRHR PAM	D1 ag	RXFP1 antag	D2 agonist	D2 PAM	D1 antagonist	RXFP1 agonist	D2 antag	D1 potentiator
Record of `COc1ccc(NC(=O)C2CCC(N3C(=O)C4CCCCC4C3=O)CC2)cc1` (stereo not drawn) → -3	-3	3	-0.5	-10	-26	-2.3%	-11	-5
Record of `Cc1ccc(S(=O)(=O)N2CCC(C(=O)N3CCC(C(=O)NCc4cccnc4)CC3)CC2)cc1` → 0	1	-10	1.2	8	2	-0.2%	8	-2
Record of `COc1ccc(OC)c(-n2nnnc2SCC(=O)Nc2ccccc2OC)c1` → 2	11	0	7.6	14	-19	0.9%	31*	-10
Record of `O=C(CNC(=O)c1ccccc1F)NC1CC1` → -6	1	7	.	.	17	0.8%	.	-1
Record of `COc1ccc(Cl)cc1C(=O)NNC(=O)CSc1nnc2ccccn12` → 5	3	-22	-0.7	-5	4	1.2%	-9	-5

The list continues:
SMILES	TRHR PAM	D1 ag	RXFP1 antag	D2 agonist	D2 PAM	D1 antagonist	RXFP1 agonist	D2 antag	D1 potentiator
CCOC(=O)c1c(C)nc2c(c1C)c(=O)oc1ccccc12	1	0	-7	0.1	8	-3	-0.3%	-4	6
CN(CCO)CC(O)Cn1cnc2c1c(=O)n(C)c(=O)n2C (stereo not drawn) (tested in a mixture with another compound)	-8	0	.	-2.2	8	-15	10%	-10	2
CCNC(=O)NC(=O)COC(=O)CCc1nc(=O)c2ccccc2n1C	-2	4	-14	0.9	-2	-17	19%	21	-1
COc1cccc(NC(=O)c2ccc(-c3nc(COc4ccccc4)c(C)o3)cc2)c1	1	12	-8	0.6	-3	-17	0.6%	.	-7
Cc1ccccc1Nc1ncccc1C(=O)N1CCOCC1	-2	-1	4	.	.	18	0.4%	.	1
C/C(=N\O)C(C)(C)Nc1ccc(F)cc1	-10	3	7	-0.6	9	-6	-11%	-2	2
CC(=O)Nc1ccc(S(=O)(=O)NCCCN2CCOCC2)cc1	2	2	-10	-0.4	-2	13	1.1%	6	-1
CN1CCc2c1nc1ccccc1c2N (tested in a mixture with another compound)	-1	2	-19	0.0	-1	-7	1.8%	-3	-1
COc1ccc(S(=O)(=O)N2CCN(CC(=O)Nc3ccccc3Cl)CC2)cc1	2	2	0	0.0	-3	-5	2.1%	5	-5
Cc1ccc(OCCn2cccn2)c(C)c1	6	0	-3	0.0	6	1	-0.3%	-14	-4
O=C(N/N=C/c1c[nH]c2ccccc12)c1cc(-c2cccc3ccccc23)n[nH]1	3	0	-4	.	.	-10	-1.3%	.	-6
COc1cc(OC)cc(-n2c(=O)c3ccccc3n(CC(=O)NCCc3ccc(OC)c(OC)c3)c2=O)c1	3	4	-12	-1.2	-8	8	0.4%	.	1
Cn1ccnc1SCC(=O)Nc1ccc([N+](=O)[O-])cn1	-4	2	11	2.6	2	-10	0.0%	8	-3
O=c1cc(N2CCOCC2)[nH]c(=O)n1C1CCCCC1	2	3	-8	0.8	1	-6	0.0%	6	-4
CCCOc1ccccc1N/C(N)=N/c1nc(C)cc(C)n1	1	13	-2	1.3	-8	-59*	-0.8%	31*	-14
CCc1ccc(CNC(=O)C2COc3ccc(OC)cc3C2)cc1 (stereo not drawn)	-1	2	7	-0.8	-7	15	-1.4%	.	0
O=[N+]([O-])c1ccc2c(c1)CNc1ccccc1O2	-3	2	2	-0.6	-3	0	0.3%	-30	-4
C[C@H](NC(=O)[C@@H]1Cc2ccccc2CN1)C(=O)NC1CCCC1	-2	1	-4	0.7	-3	6	3.5%	-10	5
O=C(c1ccco1)N1CCN(C(=O)c2sccc2-c2ccccc2)CC1	-4	1	-14	0.5	15	13	1.9%	23	-5
CCOc1ccc(NC(=O)CN(C)C(=O)CSCc2c(C)noc2C)cc1OCC	-4	0	18	0.3	-2	4	0.0%	5	0
COc1ccc(S(=O)(=O)N2CCN(c3ccc(F)cc3)CC2)cc1C(=O)N1CCCC1	1	1	9	1.2	-4	-13	-1.7%	-28	-8
COc1ccc(C(=O)Nc2cc3c4c(c2)C(C)C(=O)N4CCC3)c(OC)c1 (stereo not drawn)	10	0	?	-0.3	10	-3	0.1%	3	-4
Cc1ccc(Cl)c(OCCN2CCCC(C)C2)c1 (stereo not drawn)	-1	6	3	2.6	-19	-71*	-1.3%	53*	-4
COCCCNC(=O)C(CC(N)=O)NC(=O)OCc1ccccc1 (stereo not drawn)	2	1	-18	-0.1	-7	9	0.1%	-16	1
CCOC(=O)c1cccc(NC(=O)c2cc(S(=O)(=O)N3CCCC(C)C3)cn2C)c1 (stereo not drawn)	8	4	.	-1.7	7	-7	0.1%	.	0
O=C(Cn1ncc2c([nH]c3ccccc32)c1=O)Nc1ccc(F)cc1F	2	5	-7	0.3	22	-5	6.4%	-21	2
O=C(NCc1nc(-c2ccc(C(F)(F)F)cc2)no1)c1cccs1	2	4	.	1.1	-17	-34*	2.2%	-10	2
COc1ccc(N2CCCn3c2nc2c3c(=O)n(CCCc3ccccc3)c(=O)n2C)cc1	1	0	.	-0.3	-1	-7	3.0%	-1	-3
O=C(c1ccc2c(c1)OCO2)C1CCCN(Cc2ccc3nsnc3c2)C1 (stereo not drawn)	-5	-2	-5	-0.9	-4	6	7.5%	16	4
C/C(=N/NC(=O)CNc1ccc(Cl)cc1C)c1ccc(C)cc1	-6	2	-8	0.5	1	-13	-9.3%	-4	0
CCOC(=O)C1=C(C)NC(=O)NC1c1ccsc1 (stereo not drawn)	-3	3	-3	0.1	19	9	0.3%	-3	0
N#Cc1ccsc1NC(=O)COC(=O)C1=NNC(=O)CC1	0	10	-2	0.5	4	26	1.5%	12	.
O=C(CSc1nnc(NC(=O)c2ccccc2)s1)NCC1CCCO1 (stereo not drawn)	4	-1	-14	-0.1	2	2	-0.1%	-7	1
COC(=O)c1ccc2c(=O)n(CCN3CCOCC3)c(SCC(=O)Nc3ccccc3Cl)nc2c1	-4	1	10	-1.5	9	7	-0.8%	-6	0
CCOC(=O)C1=C(C)NC(C)=C(C(=O)OCC)C1c1cn(-c2ccccc2)nc1-c1ccco1	0	-2	2	0.2	-4	1	3.8%	-12	-5
CCOc1ccccc1NC(=O)C(OC(=O)c1ccccc1NS(=O)(=O)c1cccs1)c1ccccc1 (stereo not drawn)	-2	5	-5	0.7	6	-13	-0.1%	-15	-1
COCCN(CC(=O)Nc1cccc(C)c1C)C(=O)Cn1cnc2ccccc2c1=O	1	0	-6	1.0	2	3	0.0%	1	1
COc1ccc(C2SCC(C(=O)O)N2C(C)=O)cc1 (stereo not drawn)	1	1	2	0.0	6	-10	2.3%	6	-3
Cc1ccc(S(=O)(=O)NCC(=O)NCC2CCCCC2)cc1C	-3	0	5	0.1	-4	9	1.9%	0	-3
COCCCn1c(=N)c(C(=O)NCC2CCCO2)cc2c(=O)n3cccc(C)c3nc21 (stereo not drawn)	-2	0	12	1.2	10	4	30%	-5	-6
CC(C)(C)c1ccc(C(=O)NNc2ncccc2-n2cccc2)cc1	11	0	-10	-2.3	9	-2	0.6%	-43	0
Cc1ccc(Cl)cc1N1CCN(C(=O)C(=O)N2CCCCC2)CC1	-6	2	4	-0.5	2	.	-1.2%	-1	0
COc1cc(OC)cc(-c2c(-c3cccs3)c3cc(-c4ccc5[nH]ccc5c4)ccc3n2C)c1	40*	-2	.	0.9	3	.	1.6%	0	0
Cc1nc(NCc2ccco2)nc2c1C(=O)CC(C)C2 (stereo not drawn)	-4	0	-6	0.6	-1	-1	-1.3%	-8	-7

Source: PubChem BioAssay (National Center for Advancing Translational Sciences (NCATS))

Some of the compounds tested; the hit share may differ from the screen's.
